# Assay outcomes as filed in PubChem.
# XBP1 UPR activ: adaptive UPR (XBP1) activation; CHO-XBP1 luciferase reporter, IRE1-XBP1 UPR activation, luminescence; percent of tunicamycin response, DMSO as zero; activation, % at 20 µM; hit rate 0.33% among 330,000;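 active = versus positive control, 20 µM dose yields 30% or more activation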;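 also: 100% = tunicamycin at 10 µg/mL and 0% = DMSO only wells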
#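 Signal: luciferase luminescence; Assay system: CHO-XBP1 luciferase reporter cells; Amount: one thousand reporter cells per well; Dosing: 20 µM single concentration, DMSO 1%; Benchmarks: high control tunicamycin 10 µg/mL final, low control DMSO vehicle only; Schedule: 6 h compound exposure at 37 °C, 5% CO2; Evaluation: percent activation relative to tunicamycin reference.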
# Gli-Sufu antag: antagonists of Gli-Sufu signaling; inhibition, % at 5 µM; hit rate 0.74% among 340,000; AID 588413; Sufu-KO-LIGHT fibroblasts, Gli luciferase reporter luminescence;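 active = inhibition above about 55%, limit read from the data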;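 also: 0% = DMSO-treated cells and 100% = wells with medium but no cells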
# Jurkat NFkB inh: inhibitors of the PMA/ionomycin-induced NF-kB reporter in Jurkat cells; hit rate 0.53% among 330,000; PMA/ionomycin-induced NF-kB luciferase reporter, luminescence; inhibition, % at 4 µM; in the data active = inhibition above about 50%
# EBI2 antag: blocks human EBI2 receptor beta-arrestin signaling; inhibition, % at 5 µM; P32249; EBI2 beta-arrestin recruitment, luminescence, 7a,25-OHC stimulated; hit rate 0.81% among 360,000; AID 651636; in the data active = inhibition above about 38%;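 also: enzyme fragment complementation signal reports receptor beta-arrestin coupling in cells; 0% = agonist plus DMSO wells and 100% = wells without agonist; some results beyond the cut were filed as inactive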
# Target sequence (P32249 whole entry, looked up, the tested form may be a part): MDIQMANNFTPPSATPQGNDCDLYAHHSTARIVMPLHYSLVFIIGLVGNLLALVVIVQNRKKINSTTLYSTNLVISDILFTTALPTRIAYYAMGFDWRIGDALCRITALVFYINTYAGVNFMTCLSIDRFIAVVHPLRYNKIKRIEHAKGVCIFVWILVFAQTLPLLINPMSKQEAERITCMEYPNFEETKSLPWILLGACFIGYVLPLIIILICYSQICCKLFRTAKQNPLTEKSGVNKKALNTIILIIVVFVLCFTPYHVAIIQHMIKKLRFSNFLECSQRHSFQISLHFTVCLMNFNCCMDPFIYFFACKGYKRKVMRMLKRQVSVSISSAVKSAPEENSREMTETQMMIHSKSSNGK
# CXCR6 block: inhibitors of human CXCR6 receptor; CHO-K1 PathHunter CXCR6 beta-arrestin, luminescence; inhibition, % at 20 µM; hit rate 0.36% among 360,000; AID 602244; in the data active = inhibition above about 34%, passing the limit was not always enough;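 also: antagonist mode with CXCL16 agonist at 10 nM final; 0% = 10 nM CXCL16 with DMSO and 100% = unstimulated wells without agonist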
# Target sequence (O00574 whole entry, looked up): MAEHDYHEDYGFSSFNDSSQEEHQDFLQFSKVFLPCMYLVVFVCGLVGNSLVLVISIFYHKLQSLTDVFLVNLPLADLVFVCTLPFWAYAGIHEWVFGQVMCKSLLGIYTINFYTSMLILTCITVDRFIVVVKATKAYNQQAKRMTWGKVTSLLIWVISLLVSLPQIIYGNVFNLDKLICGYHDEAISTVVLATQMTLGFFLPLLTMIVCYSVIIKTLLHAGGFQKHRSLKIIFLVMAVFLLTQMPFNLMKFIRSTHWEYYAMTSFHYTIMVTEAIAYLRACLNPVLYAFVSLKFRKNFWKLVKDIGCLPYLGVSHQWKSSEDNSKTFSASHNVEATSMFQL
# 697 NFkB inh: lowers PMA/ionomycin-induced NF-kB signal in 697 B cells; inhibition, % at 4 µM; AID 435022; hit rate 0.33% among 330,000; 697 B-cell NF-kB luciferase reporter, 16 h; in the data active = inhibition above about 35%
# UPR CHOP act: activators of apoptotic arm of unfolded protein response (CHOP); CHO-CHOP luciferase reporter, UPR activation, luminescence; percent of tunicamycin response over DMSO baseline; hit rate 0.34% among 330,000; activation, % at 10 µM;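 active = at 10 µM dose, activation of 40% or more, normalized to positive control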;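 also: 100% = tunicamycin at 10 µg/mL and 0% = DMSO alone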
#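 Evaluation: % reporter activation, DMSO baseline versus tunicamycin full activation; System: CHO-CHOP luciferase reporter cell line; Input: 500 cells/well; Incubation: 6 h compound treatment, 37 °C; Measured by: Steady-Glo luciferase luminescence; Dosing: one dose, 10 µM in 0.5% DMSO; Buffer or medium: F12 medium, 10% FBS; Benchmarks: positive tunicamycin 10 µg/mL, negative DMSO alone.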
# CCR6 antagonist: blocks CCL20-driven beta-arrestin recruitment at human CCR6; AID 493098; inhibition, % at 20 µM; hit rate 0.49% among 340,000; CHO-K1 CCR6 PathHunter beta-arrestin, luminescence, CCL20-stimulated; P51684;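 active = compounds whose inhibition of the agonist-driven luminescence signal at 20 µM reaches about 50%, limit read from the data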;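 also: cells stimulated with CCL20 at 14 nM final; plate controls were DMSO with CCL20 for no effect and DMSO without agonist for full effect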
# Target sequence (P51684 whole entry, looked up): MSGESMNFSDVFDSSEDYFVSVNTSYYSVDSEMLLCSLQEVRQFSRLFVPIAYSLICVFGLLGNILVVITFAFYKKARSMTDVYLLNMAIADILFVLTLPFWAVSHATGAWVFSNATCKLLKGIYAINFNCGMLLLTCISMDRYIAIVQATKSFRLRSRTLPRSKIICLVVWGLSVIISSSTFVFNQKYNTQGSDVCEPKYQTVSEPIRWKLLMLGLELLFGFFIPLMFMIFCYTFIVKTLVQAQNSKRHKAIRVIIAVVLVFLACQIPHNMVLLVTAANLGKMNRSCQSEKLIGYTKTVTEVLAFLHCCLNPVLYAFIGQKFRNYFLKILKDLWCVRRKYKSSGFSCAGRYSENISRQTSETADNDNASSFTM
# Mdm2 MdmX PPI: inhibitors of human Mdm2/MdmX interaction | O15151+Q00987 | SaOS-2 split-luciferase Mdm2/MdmX complementation, luminescence | inhibition, % at 8 µM | hit rate 3% among 330,000 | AID 485346;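 active = inhibition of at least 50% at 8 µM in the primary screen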
# * = called active by the depositor; nt = not tested or not shown.
(1) O=C(NCc1cccs1)C(Cc1ccccc1)n1cccc1 (stereo unspecified)
(2) Oc1oc(-c2ccccc2Br)nc1C=Nc1ccc(Br)cn1
(3) CC(CC(=O)NCc1ccco1)S(=O)(=O)c1ccc2c(c1)CCN2C(=O)C1CC1 (stereo unspecified)
(4) CC[C@@H]1C(c2ccccc2)=NN(c2ccc(Br)cc2)[C@H]1C(=O)N1CCOC1=O
(5) CCOC(=O)c1c(/N=C/C2=C(O)CC(C)(C)CC2=O)sc(C(C)=O)c1C
(6) COc1ccc(C(=O)Nc2cc(C)c(NC(=O)c3ccccc3OC)cn2)cc1
(7) COc1cnc(-c2ccccc2)nc1Sc1ccccc1
(8) O=c1[nH]c(=S)[nH]c2c1CN(Cc1ccc(F)cc1)CC2
screen / no.	1	2	3	4	5	6	7	8
XBP1 UPR activ	-2	0	-6	3	4	-2	2	-2
Gli-Sufu antag	-7	-4	-13	-5	38	2	-1	-34
Jurkat NFkB inh	1	1	22	nt	-1	-52	0	-7
EBI2 antag	2	11	-7	8	-6	11	21	-1
CXCR6 block	4	-18	0	1	-4	-6	3	-6
697 NFkB inh	15	-15	3	12	0	1	-16	-11
UPR CHOP act	0.1	0.4	-1.6	2.1	0.8	3.5	-0.4	0.8
CCR6 antagonist	2	3	11	20	4	9	16	-19
Mdm2 MdmX PPI	-5	-28	-8	6	12	20	24	12

(9) Cc1n[nH]c(C)c1CNCc1c(C(=O)N2CCCCCCC2)nc2ccc(Cl)cn12
(10) COC(=O)C1CCN(C(=O)COC(=O)CNS(=O)(=O)c2ccc(SC)c([N+](=O)[O-])c2)CC1
(11) CCn1nc(NS(=O)(=O)c2ccccc2)c2cc3ccc(C)cc3nc21
(12) CCCCN1CC(=O)N2[C@H]3c4ccc(OC)cc4OC[C@@H]3[C@H](c3ccccc3)[C@]2(C)C1=O
(13) C=C1N(CCCCCC(=O)O)C(=O)OC12CCCCC2
(14) Cn1c(Cl)c(C(=O)Nc2ccccc2)c2ccccc21
(15) Cc1cc(NC(=O)CCC(=O)N(c2ccc(F)cc2)C(C(=O)NC2CCCC2)c2ccncc2)no1 (stereo unspecified)
(16) Cc1ccc(NC(=O)N(CCCN2CCOCC2)Cc2cccnc2)cc1C
screen / no.	9	10	11	12	13	14	15	16
XBP1 UPR activ	0	-2	-6	-1	1	0	-1	0
Gli-Sufu antag	-1	-15	-42	-4	0	5	7	0
Jurkat NFkB inh	-9	-11	-3	6	14	-2	-1	-3
EBI2 antag	-2	2	-7	10	-2	0	-16	0
CXCR6 block	8	-6	6	4	-13	6	-3	3
697 NFkB inh	-4	-1	-4	12	5	-2	1	10
UPR CHOP act	-0.9	-1.9	0.1	3.4	-1.2	-1.2	1.3	1.3
CCR6 antagonist	5	4	20	-2	-51	7	7	2
Mdm2 MdmX PPI	-20	11	-18	-9	13	1	-12	18

(17) CCCCN(CCCC)C(=O)CSc1nnc(-c2cc(OC)c(OC)c(OC)c2)o1
(18) CC1(C)CC(NC(=O)Nc2ccc([N+](=O)[O-])cc2)CC(C)(C)N1
(19) O=C(CCNC(=O)c1ccccc1Cl)NCC1COc2ccccc2O1 (stereo unspecified)
(20) CCOC(=O)c1cc(-c2ccc(C)cc2)n(CCC(=O)NCCN(C)C)c1C
(21) CC1(C)Oc2ccc3ccc(=O)oc3c2/C(=C/Nc2cccc(O)c2)C1=O
(22) CCc1noc(C)c1C(=O)N1CCCSC1=Nc1ccccc1Cl
(23) CCCc1nc2ccccc2c(=O)n1CC(=O)c1ccc(OC)cc1
(24) CC12CCC(C)(O1)C1C(=O)N(c3nccs3)C(=O)C12 (stereo unspecified)
screen / no.	17	18	19	20	21	22	23	24
XBP1 UPR activ	1	0	0	2	0	1	6	nt
Gli-Sufu antag	28	-10	-5	6	-9	2	0	5
Jurkat NFkB inh	-9	-18	-20	0	0	6	-7	nt
EBI2 antag	23	-2	-8	-3	-1	13	-2	1
CXCR6 block	-10	6	-9	2	9	9	-6	8
697 NFkB inh	-74	14	3	19	-1	-20	-10	nt
UPR CHOP act	-0.4	5.2	-0.5	-1.7	0.5	1.5	0.3	nt
CCR6 antagonist	-11	6	5	-1	8	2	7	5
Mdm2 MdmX PPI	8	26	7	3	30	1	-21	nt

# Molecules above that have bromine (two):
(2) Oc1oc(-c2ccccc2Br)nc1C=Nc1ccc(Br)cn1
(4) CC[C@@H]1C(c2ccccc2)=NN(c2ccc(Br)cc2)[C@H]1C(=O)N1CCOC1=O
screen / no.	2	4
XBP1 UPR activ	0	3
Gli-Sufu antag	-4	-5
Jurkat NFkB inh	1	nt
EBI2 antag	11	8
CXCR6 block	-18	1
697 NFkB inh	-15	12
UPR CHOP act	0.4	2.1
CCR6 antagonist	3	20
Mdm2 MdmX PPI	-28	6

# The listing continues.
(25) COc1ccccc1-n1c(CNC(=O)c2ccccc2)nnc1SCC(=O)Nc1nnc(C)s1
(26) CN(CC1CCCO1)S(=O)(=O)c1ccc(C(=O)Nc2nccs2)cc1 (stereo unspecified)
(27) CCCN1Cc2cccc(C(=O)NCCc3ccccc3)c2C1=O
(28) Cc1nn(-c2ccc(F)cc2)c(Cl)c1/C=C(\CC(=O)O)c1nc2ccccc2s1
(29) Cc1ccccc1C(=O)/C=C1/c2ccccc2CC(C)(C)N1C
(30) CC(=O)Oc1ccc(C(=O)Nc2cccc(NC(=O)c3ccco3)c2)cc1
(31) O=C(CCCCCn1c(=S)[nH]c2ccccc2c1=O)NCc1ccc2c(c1)OCO2
(32) COCCCn1c(O)c(/C=C2\N=C(C#N)C(=Nc3ccc(C)cc3)O2)sc1=S
screen / no.	25	26	27	28	29	30	31	32
XBP1 UPR activ	-2	1	2	-1	1	-4	-2	8
Gli-Sufu antag	-13	-9	-19	1	17	6	-13	1
Jurkat NFkB inh	-6	8	0	5	9	25	-8	4
EBI2 antag	-3	6	12	-7	0	-5	8	-5
CXCR6 block	-11	2	9	-3	4	-4	-4	14
697 NFkB inh	20	-4	2	3	1	4	1	-2
UPR CHOP act	0.1	1.2	1.5	3.3	-2.4	-0.2	-1.9	14
CCR6 antagonist	-7	6	8	-5	7	-3	13	48
Mdm2 MdmX PPI	4	4	-9	-14	14	27	10	19

(33) COc1ccc(NC(=O)CN(C)CC(=O)c2c(C)[nH]c3ccccc23)cc1
(34) Cc1ccsc1C(=O)C1CCCN(Cc2cn(C)nc2-c2ccccc2)C1 (stereo unspecified)
(35) COc1ccc(/C(=N\O)c2ncc(C(F)(F)F)cc2Cl)cc1
(36) Cc1cc(N=Nc2ccc(Cl)cc2)cc(CN2CCOCC2)c1O
(37) COC(=O)c1ccccc1NC(=O)/C=N/O
(38) O=C(NCCc1cccc(F)c1)C1CCC(=O)N(C2CCCCCC2)C1 (stereo unspecified)
(39) Cc1cc(C)c(NC(=O)/C(=C/c2ccco2)c2ccccc2)c(C)c1
(40) Cc1ccc(CN2CCC(n3nccc3NC(=O)CCOc3ccccc3)CC2)o1
screen / no.	33	34	35	36	37	38	39	40
XBP1 UPR activ	-1	0	-7	-2	2	-3	-1	-4
Gli-Sufu antag	40	22	-25	0	23	6	3	4
Jurkat NFkB inh	4	-3	4	10	-3	-14	-7	3
EBI2 antag	15	-6	-4	10	4	3	6	-2
CXCR6 block	4	0	4	7	-15	-1	7	-7
697 NFkB inh	17	3	-2	16	-3	8	-14	10
UPR CHOP act	1.6	-2.0	-3.4	2.6	0.9	-0.4	-3.4	0.6
CCR6 antagonist	9	-6	20	14	10	8	21	8
Mdm2 MdmX PPI	0	16	-2	20	0	7	-14	28

(41) Cc1cc(C)cc(-n2c(C)cc(C(=O)CSc3nnnn3C)c2C)c1
(42) Cc1ccc(S(=O)(=O)NCCOCCNS(=O)(=O)c2ccc(C)cc2)cc1
(43) O=C1CSC(c2ccccc2)N1c1nc(-c2ccc(Cl)cc2Cl)cs1 (stereo unspecified)
(44) CC(=O)N/C(=C\c1ccc(F)cc1)C(=O)NC(C(=O)O)C(C)C (stereo unspecified)
(45) O=C(Nc1cccnc1)c1cnn2c(C(F)F)cc(C3CC3)nc12
(46) COc1ccc(C(=O)NCCNC(=O)c2ccccn2)cc1
(47) Cc1cc(NC(=O)CSc2nc(Cc3ccc(O)cc3)c(C)[nH]2)no1
(48) CCc1cc(=O)oc2cc(C)cc(OCC(=O)NCCCn3ccnc3)c12
screen / no.	41	42	43	44	45	46	47	48
XBP1 UPR activ	1	0	-1	-1	7	-3	-5	-3
Gli-Sufu antag	11	9	-4	-5	4	31	53	2
Jurkat NFkB inh	-15	2	-2	15	-4	0	-1	-10
EBI2 antag	12	5	23	-2	3	-5	-5	2
CXCR6 block	6	-6	6	13	-1	-6	4	9
697 NFkB inh	-3	25	-6	10	17	9	-13	-27
UPR CHOP act	3.0	-0.5	-0.7	0.9	0.4	0.7	3.7	-0.9
CCR6 antagonist	27	1	10	8	-3	14	18	15
Mdm2 MdmX PPI	13	17	36	-12	37	-12	0	5

# 3 entries from above, reformatted.
# Values in the order: XBP1 UPR activ, Gli-Sufu antag, Jurkat NFkB inh, EBI2 antag, CXCR6 block, 697 NFkB inh, UPR CHOP act, CCR6 antagonist, Mdm2 MdmX PPI
(43) O=C1CSC(c2ccccc2)N1c1nc(-c2ccc(Cl)cc2Cl)cs1 (stereo unspecified)
→ -1, -4, -2, 23, 6, -6, -0.7, 10, 36
(44) CC(=O)N/C(=C\c1ccc(F)cc1)C(=O)NC(C(=O)O)C(C)C (stereo unspecified)
→ -1, -5, 15, -2, 13, 10, 0.9, 8, -12
(45) O=C(Nc1cccnc1)c1cnn2c(C(F)F)cc(C3CC3)nc12
→ 7, 4, -4, 3, -1, 17, 0.4, -3, 37

# (continued)
(49) O=C(Cc1ccc(Cl)cc1)N1CCN(c2ccc(F)cc2)CC1
(50) Cc1cc(C(=O)Nc2ccncc2)c(C)o1
(51) CN(C)S(=O)(=O)c1cccc(N=c2scc(-c3ccc4c(c3)NC(=O)CO4)n2CC2CCCO2)c1 (stereo unspecified)
(52) COc1ccc(Nc2nc(NCC3CCCO3)nc(N)c2[N+](=O)[O-])cc1 (stereo unspecified)
(53) CCCOc1ccc(C2C(=O)N(C3CCCCCC3)CC(=O)N2Cc2ccco2)cc1OC (stereo unspecified)
(54) O=C(CSc1nnc(NC(=O)c2ccccc2[N+](=O)[O-])s1)NC1CCCC1
(55) COc1ccc(Cl)cc1C(=O)N1CCN=C1SC
(56) CCOC(=O)C1(Cc2cccc(OC)c2)CCN(Cc2cccc3c2OCO3)CC1
(57) Nn1c(SCC(=O)Nc2ccccc2Oc2ccccc2)nnc1C1CC1
screen / no.	49	50	51	52	53	54	55	56	57
XBP1 UPR activ	-2	nt	-4	3	1	4	3	-3	2
Gli-Sufu antag	-10	-6	4	2	39	19	-12	28	-5
Jurkat NFkB inh	-34	nt	-8	-14	9	9	-4	-6	14
EBI2 antag	24	-2	5	0	5	-11	0	8	10
CXCR6 block	-2	3	-10	7	-4	-7	9	-13	-1
697 NFkB inh	-22	nt	-30	-13	17	-23	-9	-1	-2
UPR CHOP act	-0.5	nt	1.4	-1.8	-0.1	0.8	-1.6	-2.2	1.4
CCR6 antagonist	11	8	6	17	-1	6	6	10	4
Mdm2 MdmX PPI	-32	nt	36	20	9	-17	7	28	-4
